Source: PubChem BioAssay
MT stabilize HCS = microtubule stabilization, imaging screen; HeLa tubulin immunostaining HCS, 24 h; share of cells brighter than vehicle mean+2SD; % tubulin-high responders, % at 10 µM; 0.83% of 200,000 active; AID 2205;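 active = plate Z-score above 3 for both tubulin-high and condensed-nucleus cell shares, with cell loss under 80%, at 10 µM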;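 also: anti alpha tubulin signal scored within the nucleus-defined area of each cell; some results filed as inactive read as strong as hits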
Ins promoter up = MIN6 insulin promoter up-regulation; 0.3% of 190,000 active; MIN6 insulin promoter-GFP reporter, high-content imaging; stronger effect = higher value; AID 1625; z-score at 5 µM;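 active = z-score above 3 at 5 µM with at least 500 cells counted in the well; inconclusive = wells under 500 cells, flagged as cytotoxic or low count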
AID2073 = inhibitors of Mint1-CaV2.2 protein interaction, biochemical, HTRF (AID 2073); HTRF protein-protein interaction, Mint1-CaV2.2; higher % means a stronger effect; one-dose inhibition, % at 20 µM; IC50 in µM for titrated hits; 0.19% of 290,000 active; in the data active = inhibition mostly above about 51%, no sharp cut-off; inconclusive = no clear call, values can overlap the other calls; inactive = mostly below about 53%; also: some results filed as inactive read as strong as hits
Autophagy HCS = alters autophagy in cells. MEF GFP-LC3 puncta imaging; test concentration mostly 10 µM. calls only at 10 µM (by protocol). 0.98% of 190,000 active. AID 463193;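 active = percentage of spot-positive cells more than 3 SD above its plate mean, without a fluorescence outlier flag or 80% toxicity; inconclusive = no clear call, values can overlap the other calls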;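 also: spot-positive cell cutoff set from DMSO-treated cells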
Dynein cargo inh = blocks dynein driven cargo transport along microtubules; 3617.4 mouse cells, GR-EGFP nuclear translocation imaging; test concentration mostly 20 µM; stimulated with dexamethasone, 1 µM; stronger effect = lower value; z-score, hits read low; 0.47% of 220,000 active;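 active = plate z-score of nuclear minus cytoplasmic receptor signal below a set negative limit, without overly bright fluorescence or cell loss, cut at about -3.5 in these data, passing the limit was not always enough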;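 also: z-score of nuclear minus cytoplasmic ring GR-EGFP intensity difference per well; some compounds called inactive have numbers as strong as hits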
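Buffer or medium: Induction medium lacking tetracycline, stripped serum | Also added: Dexamethasone agonist, 1.0 µM final, for 30 min | Timing: 48 h induction, 1 h compound, 30 min dex at 37 °C | Detection: Formaldehyde fixation, Hoechst nuclear stain, 10x automated fluorescence imaging | Measure: Nuclear versus cytoplasmic GR-EGFP signal, averaged per well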
Yfh1-depleted yeast = mitochondrial function rescue without frataxin homolog – Friedreich's ataxia, plus single-dose screen, dose response (AID 1465) | S. cerevisiae Yfh1-off respiration, WST-1 reduction, 72 h; higher fold induction means a stronger effect | fold induction at 50 µM, or EC50 in µM where a hit was titrated | 0.074% of 220,000 active;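 active = fold induction of absorbance versus untreated yeast above a set limit, then at least 30% activation at any dose in follow-up; inconclusive = repeats straddling the limit, or above it without dose testing; inactive = fold induction below the set limit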;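 also: activators that raise dye reduction in frataxin-depleted yeast; strong numbers were not always called active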
WT yeast gro inh = growth inhibition of WT yeast, mitochondrial fusion screen; mitochondrial fusion phenotypic screen, WT strain; inhibition, % at 10 µM; 2.1% of 190,000 active; AID 1362; in the data active = inhibition above about 58%; tested in S. cerevisiae
bCat nuc transl = beta-catenin nuclear translocation modulation; HeLa beta-catenin nuclear translocation, immunofluorescence imaging; nuclear translocation activity, % at 5 µM; 0.3% of 190,000 active; AID 1665;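 active = nuclear translocation activity above 50% at 5 µM, with a well cell count of 50 or more; inconclusive = wells under 50 cells across six images, flagged as toxic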;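 also: per-cell ratio of nuclear to cytoplasmic median beta-catenin stain intensity; plate controls were DMSO negative control for no effect and GSK-3 inhibitor IX positive control for full effect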
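Test system: human HeLa cell line; Doses: 5 µM primary, 0.02–20 µM confirmation; Incubation: 24 h compound exposure, 37°C; Detection: beta-catenin immunofluorescence imaging with DAPI; Read-out: beta-catenin nuclear/cytoplasmic ratio, % activation.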
HIV peptide binding = inhibitors of HIV fusion peptide binding, primary screen, biochemical, uHTS, fluorescence dequenching (AID 1986); cell-free peptide binding, fluorescence dequenching, 30 min; higher % means a stronger effect; one-dose inhibition, % at 20 µM; IC50 in µM for titrated hits; 0.3% of 290,000 active; in the data active = inhibition mostly above about 52%, no sharp cut-off; inactive = mostly below about 76%; also: some results filed as inactive read as strong as hits
WT yeast gro inh mutant strain = second read-out of WT yeast gro inh, no call of its own (marks repeat the call); inhibition, %; mitochondrial fusion phenotypic screen, mutant strain inhibition
Dynein cargo inh cytoplasmic EGFP = also measured in Dynein cargo inh; calls as there; z-score; measured here: cytoplasmic GR-EGFP intensity; stronger effect = higher value
Dynein cargo inh nuclear GR-EGFP = further read-out of Dynein cargo inh, marked with its call; z-score; measured here: nuclear GR-EGFP intensity;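 lower value marks the stronger effect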
Dynein cargo inh cell count = recorded beside Dynein cargo inh, whose call it bears; z-score; measured here: cell count per field
Ins promoter up cell count = recorded beside Ins promoter up, whose call it bears; cell count; measured here: cytotoxicity, nuclei count;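 total cells summed across four imaged fields per well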
bCat nuc transl cell count 5 µM = recorded beside bCat nuc transl, whose call it bears; cell count; measured here: cell count, cytotoxicity flag
MT stabilize HCS Hoechst-high % = also measured in MT stabilize HCS; calls as there; % Hoechst-high responders; measured here: nuclear condensation Hoechst responders;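 share of cells brighter than vehicle mean plus two SD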
MT stabilize HCS cytotoxicity % = also measured in MT stabilize HCS; calls as there; toxicity, %; measured here: cytotoxicity by cell density;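 0% = mean cell density of plate MIN control wells and 100% = no cells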
Autophagy HCS cell loss 18 h = recorded beside Autophagy HCS, whose call it bears; toxicity, %; measured here: cell loss, nuclei count;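 cell loss after 18 h compound exposure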
* marks the source's active call; other numbers are inactive results; i = inactive; ? = inconclusive; · = not tested or not shown.

SMILES | MT stabilize HCS | MT stabilize HCS Hoechst-high % | MT stabilize HCS cytotoxicity % | Ins promoter up | Ins promoter up cell count | AID2073 | Autophagy HCS | Autophagy HCS cell loss 18 h | Dynein cargo inh | Dynein cargo inh cytoplasmic EGFP | Dynein cargo inh nuclear GR-EGFP | Dynein cargo inh cell count | Yfh1-depleted yeast | WT yeast gro inh | WT yeast gro inh mutant strain | bCat nuc transl | bCat nuc transl cell count 5 µM | HIV peptide binding
O=C(CCc1nnc(CCCc2ccccc2)o1)NCCc1ccco1 | 2.1 | 2.0 | 7.5 | · | · | -5% | i | -1 | -0.96 | -0.15 | -0.54 | 1.5 | i | 14 | 4 | 1.4 | 943 | 0.0%
COc1cccc2c1OCC(CN1CCN(CCC(C)C)C(CCO)C1)=C2 (stereo not drawn) | 2.0 | 1.0 | 2.1 | 0.07 | 1463 | -5% | i | -9 | 0.24 | -0.14 | 0.61 | -0.17 | i | 4 | 4 | -1.9 | 1003 | 0.7%
COc1ccccc1CN1C[C@@H]2C[C@@H](c3[nH]c4c(C)cccc4c3C)N3CCC[C@@]23C1=O | 2.6 | 2.2 | 8.7 | 0.66 | 1378 | 8% | i | 14 | 3 | 0.15 | 1.7 | -1.7 | i | 29 | 0 | -3.9 | 941 | 0.6%
Cn1nc(-c2ccc(C(=O)N3CCN(Cc4ccccc4)CC3)cc2)c2ccccc2c1=O | 0.7 | 1.0 | 7.3 | -2.7 | 517 | 13% | i | -6 | 1.3 | 0.1 | 0.82 | -0.39 | i | 15 | 18 | · | · | 3.7%
Cc1csc(SCCn2c(N3CCN(c4ccccc4)CC3)nc3c2c(=O)[nH]c(=O)n3C)n1 | 1.8 | 1.2 | 3.0 | -1.1 | 1106 | -5% | i | -8 | -0.52 | -0.21 | -0.17 | 1 | i | -12 | -10 | 0.5 | 1117 | -0.9%
CCn1c(COc2cccc3cccnc23)nnc1SC(F)F | 4.4 | 2.1 | 8.1 | 0.72 | 1547 | 17% | i | 3 | -0.75 | -0.35 | 0.12 | 0.71 | i | 1 | -8 | -3.8 | 1017 | 0.6%
COc1ccc(CC(=O)NNc2ncnc3c2cnn3-c2ccc(C)cc2)cc1OC | 1.3 | 4.8 | 10 | 0.11 | 1443 | 2% | i | 2 | -0.3 | 0.011 | 0.15 | 1.8 | i | -12 | -1 | -1.5 | 1162 | 1.7%
CCN(CC)C(=O)CC(c1ccc(N(C)C)cc1)c1c(OC)cc(OC)c2ccc(=O)oc12 (stereo not drawn) | · | · | · | 0.34 | 949 | -7% | · | · | -0.3 | -0.77 | -0.054 | 0.42 | i | · | · | -1.3 | 1223 | 1.7%
Clc1ccc(-c2nc3ncccn3c2Nc2ccc3c(c2)OCO3)cc1 | 3.8 | 1.6 | 3.3 | · | · | ? | i | -30 | 1.3 | -0.13 | 0.46 | -1.9 | i | -14 | -17 | · | · | 24%
CSc1ccccc1NC(=O)COC(=O)Cc1cccs1 | 1.1 | 1.5 | 5.1 | -0.48 | 1539 | 8% | i | -36 | -0.95 | -0.29 | -0.28 | 0.35 | i | -3 | 7 | -3.3 | 1106 | -2.3%
Cc1cc(C(=O)COC(=O)Cc2n[nH]c(=O)c3ccccc23)c(C)n1-c1ccc2c(c1)OCO2 | 1.5 | 1.7 | 4.1 | -0.19 | 939 | 12% | i | 10 | -0.32 | -0.19 | -0.15 | 0.32 | i | 27 | 5 | 0.3 | 995 | 5.7%
Clc1ccc(CN2C3=NCCCN3c3ccccc32)cc1Cl | 1.7 | 2.1 | 8.3 | -0.31 | 1403 | -10% | i | -8 | 0.14 | -0.034 | -0.49 | 0.37 | i | 6 | 4 | -0.1 | 1565 | 4.9%
Cc1ccc(NC(=O)C(c2ccc(Cl)cc2)N2CCCCC2)cc1 (stereo not drawn) | 1.2 | 1.3 | 2.3 | -0.62 | 1180 | -4% | i | -28 | 0.27 | -0.18 | 0.67 | -0.19 | i | -1 | -14 | -1.2 | 1358 | -0.8%
CC(OC(=O)C1=COCCO1)C(=O)Nc1cc(S(=O)(=O)N2CCCCC2)ccc1Cl (stereo not drawn) | 2.1 | 2.1 | 6.3 | -0.49 | 1283 | -7% | i | 2 | -0.11 | -0.26 | -0.16 | 0.13 | i | 11 | -13 | -1.4 | 1109 | 1.6%
CC1Cc2ccccc2N1Cc1cc(=O)n2ccsc2n1 (stereo not drawn) | 4.0 | 2.3 | 1.4 | · | · | 20% | i | 1 | -1.1 | -0.21 | -1.2 | 1.4 | i | 29 | -8 | -0.8 | 1198 | 14%

Part of the list above with just MT stabilize HCS, Dynein cargo inh nuclear GR-EGFP and HIV peptide binding.
mol	MT stabilize HCS	Dynein cargo inh nuclear GR-EGFP	HIV peptide binding
Cc1csc(SCCn2c(N3CCN(c4ccccc4)CC3)nc3c2c(=O)[nH]c(=O)n3C)n1	1.8	-0.17	-0.9%
CSc1ccccc1NC(=O)COC(=O)Cc1cccs1	1.1	-0.28	-2.3%

(further entries)
SMILES | MT stabilize HCS | MT stabilize HCS Hoechst-high % | MT stabilize HCS cytotoxicity % | Ins promoter up | Ins promoter up cell count | AID2073 | Autophagy HCS | Autophagy HCS cell loss 18 h | Dynein cargo inh | Dynein cargo inh cytoplasmic EGFP | Dynein cargo inh nuclear GR-EGFP | Dynein cargo inh cell count | Yfh1-depleted yeast | WT yeast gro inh | WT yeast gro inh mutant strain | bCat nuc transl | bCat nuc transl cell count 5 µM | HIV peptide binding
CCOC(=O)c1ccc2c(c1)[n+](CC)c(C)n2-c1ccccc1 | 2.2 | 2.3 | 12 | 0.04 | 1451 | 0% | i | -12 | 3 | 0.26 | 2.7 | -2.5 | i | 1 | 0 | -0.6 | 1477 | -0.7%
Cc1ccccc1Nc1c(F)c(F)c(F)c(F)c1C(=O)O | 2.6 | 1.6 | 4.1 | 0.03 | 1238 | -2% | i | 49 | -0.19 | -0.21 | -0.091 | 0.47 | i | -2 | -1 | -1.4 | 1087 | 6.5%
Cc1ccc(NC(=S)N(CCCN2CCCC2)Cc2cccn2Cc2ccc(Cl)cc2)cc1C | 1.9 | 2.3 | 7.9 | 0.17 | 1267 | -3% | i | 4 | -1.2 | -0.27 | -0.53 | 0.4 | i | 76* | 26* | 1.6 | 1127 | -0.7%
Cc1cc(CN(C)C(=O)CC2C(=O)NCCN2CC(c2ccccc2)c2ccccc2)on1 (stereo not drawn) | 3.8 | 2.8 | 7.1 | -0.44 | 1690 | 6% | i | 1 | 0.0063 | -0.055 | 0.17 | -1.6 | i | 5 | 8 | 1.1 | 1498 | 2.0%
N#Cc1ccc(OCc2nnc(SCC(=O)N3CCCc4ccccc43)n2-c2ccccc2)cc1 | 4.6 | 1.6 | 1.5 | -1.3 | 1219 | -2% | i | -22 | -0.74 | -0.3 | -0.079 | 0.031 | i | 13 | 1 | 0.4 | 1139 | -1.9%
CC(C)(C)NC(=O)CSc1nc2ccc(NC(=O)CSc3nnnn3Cc3ccccc3)cc2s1 | 1.5 | 1.3 | 17 | -1.6 | 654 | 6% | i | -11 | -0.32 | 0.035 | 0.066 | 0.47 | i | 44 | 15 | · | · | 0.3%
COC(=O)CNC(=S)NC(=O)c1ccc(C(C)(C)C)cc1 | 4.6 | 1.9 | 4.3 | -0.65 | 1454 | -4% | i | 4 | -0.00075 | -0.32 | 0.11 | 0.79 | i | 21 | 22 | 0.5 | 1496 | -2.0%
C=CCn1c(N)c(C(=O)NCC2CCCO2)sc1=S (stereo not drawn) | 3.6 | 2.9 | 6.1 | -0.08 | 1386 | 6% | i | -16 | 0.39 | -0.11 | 0.33 | -1.7 | i | -8 | 15 | -3.0 | 1285 | -1.2%
CCN1CCN(c2nc3c(C)cccn3c(=O)c2/C=C(\C#N)S(=O)(=O)c2ccccc2)CC1 | 4.2 | 2.2 | 7.9 | -0.27 | 1276 | 3% | i | -5 | 0.52 | -0.17 | 0.29 | -0.0033 | i | 3 | 13 | 0.4 | 1075 | 3.7%
CN(C(=O)COC(=O)c1ccccc1SCC(=O)NC1CCCCCCC1)C1CCS(=O)(=O)C1 (stereo not drawn) | 3.7 | 2.9 | 3.9 | -0.12 | 1461 | -6% | i | 6 | -0.71 | -0.15 | -0.4 | 0.26 | i | -4 | -10 | -3.5 | 540 | -0.9%
O=C(CN(Cc1ccco1)C(=O)CNS(=O)(=O)c1ccccc1)NC1CCCCC1 | 4.4 | 2.4 | 4.6 | -0.84 | 1198 | 7% | i | 2 | -0.4 | -0.13 | 0.03 | -0.051 | i | 10 | 13 | -0.4 | 1118 | -1.0%
O=C(Cn1nc(-c2cccc([N+](=O)[O-])c2)c2ccccc2c1=O)NCC1CCCO1 (stereo not drawn) | 4.2 | 4.7 | 5.6 | -0.49 | 1706 | 2% | i | 0 | -0.48 | -0.26 | 0.33 | 0.28 | i | -2 | 3 | -2.8 | 942 | -1.4%
COc1ccc(Cn2nnnc2CN(Cc2cc3cccc(C)c3[nH]c2=O)C2CCCC2)cc1 | 2.9 | 1.4 | 3.6 | 0.49 | 1025 | -1% | · | · | 1.3 | 0.3 | 1.1 | -0.2 | i | 8 | 43 | -2.6 | 1453 | -1.0%
O=c1[nH]c(SCc2c(Cl)cccc2Cl)nc2ccccc12 | 5.8 | 1.8 | 5.6 | 0.11 | 1483 | 28% | i | 22 | -0.054 | -0.2 | 0.26 | -0.18 | i | 11 | -7 | 0.7 | 1518 | 1.1%
